# Screens from PubChem BioAssay.
# MazEF act = MazEF (E. coli) toxin RNase activation; FAM/BHQ RNA-DNA oligo cleavage fluorescence, 5 h; activation, % at 20 µM; 350,000 tested, 0.32% active; in the data active = activation above about 50%
# Target sequence (P0AE70 whole entry, looked up): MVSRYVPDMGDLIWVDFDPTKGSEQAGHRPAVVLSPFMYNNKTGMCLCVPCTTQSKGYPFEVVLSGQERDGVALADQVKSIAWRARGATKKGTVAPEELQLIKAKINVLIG
# Mtb FBA inh = Mtb fructose-bisphosphate aldolase inhibition. P9WQA3. purified M. tuberculosis FBA, fluorescence read-out. inhibition, % at 1 µM. 360,000 tested, 2.3% active. AID 588726; in the data active = inhibition above about 27%;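 note: 0% = vehicle and 100% = reference inhibitor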
# Target sequence (P9WQA3 whole entry, looked up): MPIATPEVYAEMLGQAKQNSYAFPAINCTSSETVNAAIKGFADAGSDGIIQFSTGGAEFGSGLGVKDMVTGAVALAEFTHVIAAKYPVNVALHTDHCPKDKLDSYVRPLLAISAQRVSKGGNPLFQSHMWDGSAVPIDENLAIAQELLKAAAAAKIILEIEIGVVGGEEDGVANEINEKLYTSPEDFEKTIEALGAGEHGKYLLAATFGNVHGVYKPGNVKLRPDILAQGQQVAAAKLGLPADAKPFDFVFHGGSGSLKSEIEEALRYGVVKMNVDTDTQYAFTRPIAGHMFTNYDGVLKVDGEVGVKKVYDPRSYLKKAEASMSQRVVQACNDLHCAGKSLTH
# VHR inh abs = blocks human VHR1 dual specificity phosphatase | P51452 | 290,000 tested, 0.52% active | inhibition, % at 13.3 µM | recombinant VHR phosphatase, pNPP absorbance; in the data active = inhibition above about 50%; note: some compounds called inactive have numbers as strong as hits
# Target sequence (P51452 whole entry, looked up): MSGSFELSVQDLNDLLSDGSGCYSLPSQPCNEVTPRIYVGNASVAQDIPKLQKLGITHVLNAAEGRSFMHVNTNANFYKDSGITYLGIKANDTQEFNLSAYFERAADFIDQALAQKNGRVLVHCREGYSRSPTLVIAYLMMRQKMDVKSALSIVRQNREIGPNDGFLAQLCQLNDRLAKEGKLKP
# BH1578 lux ind = quorum light induction in luxS cqsA deficient V. cholerae | V. cholerae BH1578 lux reporter, luminescence, 6 h | AID 588436 | 350,000 tested, 0.16% active | activation, % at 18.7 µM; in the data active = activation mostly above about 9.7%, no sharp cut-off; note: not every result past the cut was called active; inactives centre near 0; reference of the scale not given here
# BioA inh = blocks M. tuberculosis BioA enzyme activity; purified M. tuberculosis BioA enzyme, plate reader; inhibition, % at 9.99 µM; 360,000 tested, 0.096% active; in the data active = inhibition above about 40%
# UGM FP inh = blocks M. tuberculosis UGM enzyme; inhibition, % at 10 µM; purified UGM, fluorescence polarization probe displacement; P9WIQ1; 320,000 tested, 0.06% active; in the data active = inhibition above about 10%, passing the limit was not always enough
# Rv3671c protease = inhibits the M. tuberculosis serine protease Rv3671c; P9WHR9; inhibition, % at 5.96 µM; 320,000 tested, 0.048% active; AID 2606; in the data active = inhibition above about 38%;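 note: extracellular domain of Rv3671c used as enzyme; 0% = enzyme with DMSO and 100% = no enzyme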
# Target sequence (P9WHR9 whole entry, looked up, the tested form may be a part): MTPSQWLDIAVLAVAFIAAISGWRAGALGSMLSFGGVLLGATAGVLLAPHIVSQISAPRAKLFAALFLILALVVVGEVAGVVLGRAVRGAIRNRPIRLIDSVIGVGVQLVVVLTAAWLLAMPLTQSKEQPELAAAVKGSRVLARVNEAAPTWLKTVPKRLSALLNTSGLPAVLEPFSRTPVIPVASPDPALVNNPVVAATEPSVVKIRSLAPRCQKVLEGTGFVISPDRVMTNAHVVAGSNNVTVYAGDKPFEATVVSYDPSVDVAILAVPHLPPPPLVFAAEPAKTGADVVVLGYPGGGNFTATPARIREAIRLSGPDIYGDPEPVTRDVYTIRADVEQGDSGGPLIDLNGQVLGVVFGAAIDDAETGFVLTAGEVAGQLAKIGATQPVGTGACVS
# PriA SSB inh = blocks PriA binding to SSB C-terminal tail; inhibition, % at 33 µM; AlphaScreen SSBct-PriA binding, biotinylated peptide; AID 1272365; 430,000 tested, 0.6% active; in the data active = inhibition mostly above about 37%, no sharp cut-off; inactive = mostly below about 20%;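 note: plate controls were negative control peptide for no effect and reference peptide for full effect; strong numbers were not always called active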
# GDH-TPI inh = GDH-TPI coupled enzyme inhibition counter-screen | GDH-TPI coupled enzyme counterscreen, NADH absorbance | inhibition, % at 4.8 µM | 360,000 tested, 1.2% active | AID 588335; in the data active = inhibition above about 30%;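 note: 0% = DMSO wells and 100% = wells lacking the enzyme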
# SARS 3CLpro inh = SARS-CoV 3CLpro protease inhibition; recombinant SARS-CoV 3CLpro, quenched FRET peptide cleavage; AID 1706; inhibition, % at 6 µM; P0C6X7; 290,000 tested, 0.14% active; in the data active = inhibition above about 12%
# Active calls of the source: *; i = inactive; nt = no result given; + = active, no number; & = joins results of further samples. These rows are one share of the data; rates above refer to the full screens.
SMILES,MazEF act,Mtb FBA inh,VHR inh abs,BH1578 lux ind,BioA inh,UGM FP inh,Rv3671c protease,PriA SSB inh,GDH-TPI inh,SARS 3CLpro inh
O=C(O)c1ccc(COc2ccc(Cl)cc2)o1,5,-3,7,-0.3,-1.1,1.1,4,-15,2,2
Nc1cc(OCc2ccccc2)ccc1OCc1ccccc1,-6,-1,nt,-1.0,0.5,nt,nt,1,4,nt
CN1CCC2(CC1)NC(=O)NC2=O,1,0,19,nt,-1.2,0.4,4,-4&-15,-7,3
CCOC(=O)c1nn(-c2ccccc2)c(C#N)c1NC(=O)c1nn(CC)cc1Br,3,0,4,-0.5,-0.7,3.1,-17,-5,7,3
COc1ccc(NC(=O)c2cnc(NS(=O)(=O)c3ccccc3)nc2)cc1,7,0,12,-0.2,-1.3,-3.5,-12,-12,1,2
CCOC(=O)C1=CN(Cc2ccco2)S(=O)(=O)N(C)C1c1ccc(C(F)(F)F)cc1 (centres undefined),8,-2,nt,i,0.1,nt,nt,-12,-11,nt
Cc1cccc(C)c1NC(=O)C(NC=O)c1ccc(Cl)cc1 (centres undefined),0,0,10,-0.2,nt,-1.8,-2,-5,-7,0
COC(=O)C(c1ccccc1)N1CCCCCC1 (centres undefined),6,-3,-13,i,-1.0,3.4,6,-15,-4,6
O=C(N/N=C/c1ccc(Cl)c([N+](=O)[O-])c1)C1CC1,-5,-3,5,-0.2,nt,-3.3,10,nt,-4,-2
COC(=O)c1ccc(/C=N/NC(=O)CC(=O)NC2CCCCC2)cc1,-6,-2,-5,-0.3,-2.8,0.0,2,nt,0,2
C=CCC(O)(CCN1CCCCC1)c1ccccc1 (centres undefined),7,-2,15,i,0.0,1.4,-5,-1,-4,-5
CCC12CN3CCN(CC(C3)C1O)C2 (centres undefined),10,1,40,i,-5.3,1.8,-2,3,5,-2
Cc1ccc(-c2nc(SCC(=O)Nc3cc(S(=O)(=O)N4CCCCC4)ccc3Cl)n[nH]2)cc1,-2,-4,4,-0.3,2.5,-1.4,-102,9,6,3
Cc1occc1C(=O)Nc1cc(C(F)(F)F)ccc1Cl,3,2,-14,3.7,-0.6,-1.3,-8,-20,2,4
N=c1ccn2c(n1)O[C@H]1[C@H](O)[C@@H](CO)O[C@H]12,-2,8,7,i,-5.3,1.1,nt,-8,3,-2

# Shown with bars between the fields: part of the list above
compound | MazEF act | Mtb FBA inh | VHR inh abs | BH1578 lux ind | BioA inh | UGM FP inh | Rv3671c protease | PriA SSB inh | GDH-TPI inh | SARS 3CLpro inh
Cc1cccc(C)c1NC(=O)C(NC=O)c1ccc(Cl)cc1 (centres undefined) | 0 | 0 | 10 | -0.2 | nt | -1.8 | -2 | -5 | -7 | 0
CN1CCC2(CC1)NC(=O)NC2=O | 1 | 0 | 19 | nt | -1.2 | 0.4 | 4 | -4&-15 | -7 | 3

# Next part:
SMILES,MazEF act,Mtb FBA inh,VHR inh abs,BH1578 lux ind,BioA inh,UGM FP inh,Rv3671c protease,PriA SSB inh,GDH-TPI inh,SARS 3CLpro inh
O=C1CCC(=O)N1OCCCOc1ccccc1,-6,-3,8,i,-2.6,0.1,-6,-4,15,-3
Cc1sc(NC(=O)CSc2nnc(N)s2)c(C#N)c1C,-18,-3,20,-0.3,-0.2,-3.0,4,-4,-3,4
O=C(NC[C@@H]1CC[C@@H](Cc2ccc(-c3ccccc3)cc2)O1)Nc1ccc(Br)cc1,-1,0,nt,i,-1.4,nt,nt,-5,-14,nt
COc1ccc(OC)c(C2C(C(=O)c3ccco3)=C(O)C(=O)N2CCN2CCOCC2)c1 (centres undefined),nt,3,14,-0.3,-0.2,0.2,-2,nt,10,1
O=C(NNC(=O)c1n[nH]c(=O)c2ccccc12)c1ccc(Br)cc1,9,0,11,-0.3,-2.5,-1.2,-10,-9,0,-4
O=C(Cc1ccccc1[N+](=O)[O-])NC1CCN(Cc2ccccc2)CC1,-7,4,23,2.7,-0.2,-0.3,3,-15,-3,3
O=C(COn1nnc2ccc(C(F)(F)F)cc21)Nc1nnc(-c2ccccc2)o1,-1,0,-11,-0.9,-0.4,1.3,-5,-3,3,2
CC1CCC2C(=O)N(c3ccccc3OC(=O)c3ccccc3)C(=O)C2C1 (centres undefined),-4,0,17,i,-4.6,-2.0,-2,-11,5,5
O=S(=O)(c1ccc(F)cc1)N1CCN(c2ccccc2)CC1,5,4,2,0.0,0.6,0.8,-9,-5,-1,2
COc1ccc(NC(=O)C2CCCN(S(=O)(=O)c3ccccc3)C2)c(OC)c1 (centres undefined),-3,0,6,-1.1,2.3,1.0,-4,-7,5,5
COc1ccccc1C1SCCN1S(=O)(=O)c1ccccc1 (centres undefined),1,1,nt,-0.4,0.5,nt,nt,nt,4,nt
CC(=O)Nc1ccc(NC(=O)C(C)OC(=O)C(C)SCC(=O)Nc2ccc(F)cc2)cc1 (centres undefined),1,0,nt,1.4,1.2,-2.2,6,5,-6,nt
COc1ccc(C(=O)NCC(O)COc2ccc(C(C)(C)C)cc2)cc1[N+](=O)[O-] (centres undefined),nt,nt,-10,nt,nt,1.1,-7,nt,nt,5
N#C/C(=N\O)c1nc(-c2ccccc2)cs1,-7&0,-2&-1,19&13,-0.7,-0.7&-1.1,-1.3&0.3,6&5,nt,21&17,8&0
Cc1ccccc1-n1ccnc1SCC(=O)O,-8,-4,14,-0.3,-3.0,-0.5,8,6,1,-2
CC1CCC(NC(=O)CCN2C(=O)C3CC=CCC3C2=O)CC1 (centres undefined),6,0,nt,-1.4,-1.9,0.6,-4,1,2,nt
CCn1c(=O)c(C(=O)CN(C)Cc2cccc(OC)c2OC)c(N)n(Cc2ccccc2)c1=O,11,0,23,i,nt,3.3,5,6,2,2
COc1ccccc1CNC(=O)c1cc(-c2cc(Cl)ccc2C)n[nH]1,nt,-1,nt,i,-1.2,nt,nt,nt,6,nt
CCSc1nnc2c3cc(CC)ccc3n(C)c2n1,-12,4,5,-0.3,0.3,0.4,nt,-5,16,1
COc1cccc(C2=NOC(C(=O)Nc3cccnc3)C2)c1 (centres undefined),3,1,10,i,nt,-2.3,2,2,1,0
CCCn1c(C)cc(/C=C(\C#N)C(=O)OCC(=O)Nc2cccc(OC)c2)c1C,-25,-3,-4,-0.1,nt,2.9,-9,-6,11,-2
Cc1cnc(C(=O)Nc2nc(-c3ccccc3)cs2)cn1,1,2,-8,-0.3,nt,1.2,-1,-6,16,1
CCn1c2ccc(F)cc2c2nnc(SCCN3CCOCC3)nc21,3,-1,48,i,1.4,0.1,-8,-2,2,-3
CC1CN(c2oc(-c3cccs3)nc2C#N)CC(C)O1 (centres undefined),-1,+,12,i,nt,-1.9,4,2,20,-1
O=C(NCc1ccccc1F)c1ccc(S(=O)(=O)Nc2cccc(C(F)(F)F)c2)cc1,-4,-2,-3,-0.2,4.5,-0.2,-28,-16,10,1
Cc1ccc(C(=O)Nc2cccc(C(=O)O)c2)cc1S(=O)(=O)N1CCCCC1,10,0,14,i,1.0,-1.7,3,-12,-5,2
CCN1CCCC1CNS(=O)(=O)c1cc(Br)cc2c1N(C(=O)C1CC1)CC2 (centres undefined),-4,0,16,i,-0.8,2.2,-3,-11,-1,0
CCOC(=O)C1=C(c2ccccc2)Nc2ncnn2C1c1cc(OC)cc(OC)c1OC (centres undefined),8,9,30,-0.4,nt,-5.7,1,-23,18,3
CCOC(=O)C1CCN(/C=C2/C(=O)NC(=S)N(c3cccc(OC)c3)C2=O)CC1,-2,1,6,-0.3,nt,-1.3,-4,-5,1,1
O=C1CN2NC(=S)N(c3ccccc3)C2=CN1c1ccc(Cl)cc1,3,2,17,-0.3,nt,1.0,1,-2,2,2

# Reprinted from the part before: 2 compounds; new compounds follow.
SMILES,MazEF act,Mtb FBA inh,VHR inh abs,BH1578 lux ind,BioA inh,UGM FP inh,Rv3671c protease,PriA SSB inh,GDH-TPI inh,SARS 3CLpro inh
CCOC(=O)C1CCN(/C=C2/C(=O)NC(=S)N(c3cccc(OC)c3)C2=O)CC1,-2,1,6,-0.3,nt,-1.3,-4,-5,1,1
O=C1CN2NC(=S)N(c3ccccc3)C2=CN1c1ccc(Cl)cc1,3,2,17,-0.3,nt,1.0,1,-2,2,2
CNC(=O)C(Sc1nc(C)nc2c1oc1ccccc12)C(C)=O (centres undefined),-4,0,6,i,-1.3,1.6,3,7,20,3
O=C(c1cc(-c2cccs2)nc2ccccc12)N1CCN(CCO)CC1,2,99*,nt,1.7,-0.1,nt,nt,-16,8,nt
COc1ccccc1OCC(=O)Nc1cc(S(=O)(=O)N2CCCCC2)ccc1N1CCCCC1,-2,0,-6,-0.2,nt,0.6,-8,-3,1,-1
CCN(CC)S(=O)(=O)c1ccc2c(c1)c(=O)c(C(=O)NCc1cccs1)cn2C,-1,-1,6,-0.7,0.7,0.2,-2,-13,11,-5
COc1ccc(O)c(/C=N/NC(=O)c2ccc(N3CCCC3=O)cc2)c1,-14,5,36,1.6,0.2,-0.3,13,nt,14,-9
COc1cc2c(cc1OC)C(c1cccc([N+](=O)[O-])c1)NC(=O)C2 (centres undefined),7,1,30,-0.3,nt,-4.1,-5,-12,0,0
COc1ccc(NC(=O)CSc2ccccn2)c([N+](=O)[O-])c1,5,-2,2,-0.6,1.5,-1.3,-3,11,26,3
COc1ccc([N+](=O)[O-])cc1NS(=O)(=O)c1cc(C(=O)N2CCN(C)CC2)ccc1OC,12,-1,nt,-1.6,-2.5,-1.0,-5,0,3,nt
CCCn1c(SCC(=O)Nc2cc(Cl)ccc2OC)n[nH]c1=O,4,-1,6,i,nt,0.6,-1,-18,-2,2
NC(=O)Nc1ccc(F)cc1,2,2,39,12,nt,-0.1,-6,-2,4,-6
CCN1CCCc2cc(CN(CCN3CCOCC3)C(=O)Nc3ccc(C)c(C)c3)ccc21,-14,0,12,i,3.7,-1.7,-1,nt,5,4
O=c1cc(CCc2ccccc2)oc2cccc(O)c12,-11,5,nt,-0.4,0.5,nt,nt,-61,11,nt
CCNC(=S)NNC(=O)c1ccc(S(=O)(=O)NCc2ccco2)cc1,6,4,nt,5.6,-0.1,0.2,-5,-5,24,nt
COc1cccc(CNC(=O)CNC(=S)N(Cc2ccccc2)Cc2ccccc2F)c1,5,-1,21,i,nt,nt,nt,-4,-3,3
COCCNCCCOc1ccc(Br)cc1Cl,-8,-2,-7,-0.5,-0.8,-3.4,3,9,1,-3
O=C(NCc1cccc2[nH]ccc12)C1CCC(=O)N(CCc2ccccc2)C1 (centres undefined),9,-2,6,-5.9,1.0,-1.7,0,6,1,2
S=C(c1ccccc1)N1CCCc2ccccc21,-3,1,7,4.8,1.7,2.4,-9,23,19,3
CCOC(=O)C1(C)NC(c2cc(OC)c(OC)c(OC)c2)C2C(=O)N(CC)C(=O)C21 (centres undefined),7,-1,32,-2.1,-1.1,-1.0,1,-7,-9,-6
CCNc1nc2c(c(=O)[nH]c(=O)n2C)n1CCCc1ccccc1,7,-2,18,i,-0.8,-1.2,-1,-5,-22,1
COC(=O)c1cc2ccsc2n1Cc1nc(-c2cccc(Cl)c2)oc1C,-13,6,-9,-0.3,-2.6,1.6,-10,-14,-7,5
O=C(Cc1c(Cl)cccc1Cl)Nc1cccc(S(=O)(=O)N2CCOCC2)c1,0,-2,12,i,nt,-0.6,-1,-3,-3,4
CC1(c2ccccc2Cl)NC(=O)N(CC(=O)N2CCN(S(=O)(=O)c3ccccc3)CC2)C1=O (centres undefined),9,0,nt,-0.7,nt,1.0,-6,-7,16,nt
Cc1cccc(-n2c(C)cc(C=C3C(=O)c4ccccc4C3=O)c2C)c1,597*,-5,17,0.0,-6.3,5.9,5,-5,13,4
Cc1[nH]c(C(=O)N/N=C/c2ccc(N(C)C)cc2)c(C)c1C(=O)N/N=C/c1ccc(N(C)C)cc1,5,28*,23,-0.2,nt,-2.2,4,nt,45*,-5
Cc1cc(C)n2nc(CNS(=O)(=O)c3ccc(C(C)(C)C)cc3)nc2n1,nt,0,nt,-0.3,-0.2,nt,nt,nt,7,nt
COC(=O)c1cn(-c2ccccc2)nc1-c1ccc(OC)cc1,-6,4,-3,0.5,nt,-2.4,-2,-44,6,-1
Cc1cc(C(=O)CCl)c(C)n1-c1ccon1,1,1,9,-0.3,nt,nt,nt,-7,5,6
COc1cc(CC(=O)OCc2cccc([N+](=O)[O-])c2)cc(OC)c1OC,3,1,2,i,nt,-1.1,-3,6,1,-1
